# Source: PubChem
# Tau fluor counter = Counterscreen qHTS for Inhibitors of Tau Fibril Formation, Fluorescence Polarization; tau K18 P301L Alexa594 fluorescence, heparin fibrillization; Potency, µM (top dose mostly 57.7 µM), for inactives: at the highest dose activity change, negative = decrease; hit rate 0.93% among 280,000; AID 1463, 2008; also: % is scaled to controls: 0 for no effect and ±100 for the full control effect; nearly all actives have a fitted effect of over 55% in size
#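 Human K18 P301L tau (15 uM unlabeled plus 0.24 uM Alexa 594-labeled, final) in 100 mM sodium acetate pH 7 was mixed with compound and 20 uM heparin and incubated 6 hr at 37 C.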
# TR SRC2 fluor cs = Total Fluorescence Counterscreen for Inhibitors of the Interaction of Thyroid Hormone Receptor and Steroid Receptor Coregulator 2; TRb/SRC2 Texas Red total fluorescence interference; hit rate 0.29% among 280,000; Potency, µM (highest dose often 106 µM), without a hit: top-dose fluorescence change, negative = quenching; active = well fitted curve in either direction with a large enough effect; inconclusive = small, poorly fitted or top-dose-only effect; also: % is scaled to controls: 0 for no effect and ±100 for the full control effect
#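 Human TRβ ligand-binding domain (0.6 uM) and Texas Red SRC2 peptide (20 nM) in Tris buffer with 1 uM T3 and 5% DMSO were incubated with pinned compound for 5 hr at ambient temperature. Total fluorescence was computed as S + 2P (555/632 nm).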
# TRb SRC2 PPI = qHTS for Inhibitors of the Interaction of Thyroid Hormone Receptor and Steroid Receptor Coregulator 2. TRbeta-SRC2 peptide binding, fluorescence polarization; receptor liganded with 1 µM T3. Potency, µM (highest dose often 106 µM), inactives show at the top dose activity change, negative = inhibition, actives largely listed as inhibitors. hit rate 0.065% among 280,000;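 also: plate controls were bound peptide for no effect and peptide without receptor for full effect; nearly all actives have a fitted effect of over 50% in size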
# Target sequence (P10828 whole entry, looked up): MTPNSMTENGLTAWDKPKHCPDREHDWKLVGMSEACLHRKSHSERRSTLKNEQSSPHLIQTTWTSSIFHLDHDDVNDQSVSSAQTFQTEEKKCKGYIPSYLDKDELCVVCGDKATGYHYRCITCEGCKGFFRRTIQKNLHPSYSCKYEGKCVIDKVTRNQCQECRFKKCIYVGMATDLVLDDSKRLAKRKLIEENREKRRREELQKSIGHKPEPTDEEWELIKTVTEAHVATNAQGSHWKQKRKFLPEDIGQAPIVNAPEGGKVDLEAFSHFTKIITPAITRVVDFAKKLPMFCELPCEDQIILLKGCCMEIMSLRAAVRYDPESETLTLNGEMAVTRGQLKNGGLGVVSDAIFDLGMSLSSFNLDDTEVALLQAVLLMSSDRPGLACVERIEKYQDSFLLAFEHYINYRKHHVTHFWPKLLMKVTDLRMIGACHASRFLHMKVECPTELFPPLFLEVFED
#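 Fluorescence polarization of 20 nM Texas Red SRC2 peptide with 0.6 uM human TRb ligand-binding domain, in Tris buffer with 1uM T3 and 5% DMSO. Incubated 5 hr ambient; normalized to unbound and bound controls.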
# RECQ1 helicase = qHTS Assay for Inhibitors of RecQ-Like Dna Helicase 1 (RECQ1). ATP-dependent DNA helicase Q1 (Homo sapiens), P46063. RECQ1 DNA unwinding, red fluorescence kinetic read. Potency, µM (series often up to 57.3 µM), without a hit: at the highest dose activity, negative = inhibition, usual class: inhibitors. hit rate 0.54% among 240,000. AID 2549, 2010;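 also: plate controls were vehicle for no effect and no enzyme for full effect; nearly all actives have a fitted effect of over 30% in size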
# Target sequence (P46063 whole entry, looked up): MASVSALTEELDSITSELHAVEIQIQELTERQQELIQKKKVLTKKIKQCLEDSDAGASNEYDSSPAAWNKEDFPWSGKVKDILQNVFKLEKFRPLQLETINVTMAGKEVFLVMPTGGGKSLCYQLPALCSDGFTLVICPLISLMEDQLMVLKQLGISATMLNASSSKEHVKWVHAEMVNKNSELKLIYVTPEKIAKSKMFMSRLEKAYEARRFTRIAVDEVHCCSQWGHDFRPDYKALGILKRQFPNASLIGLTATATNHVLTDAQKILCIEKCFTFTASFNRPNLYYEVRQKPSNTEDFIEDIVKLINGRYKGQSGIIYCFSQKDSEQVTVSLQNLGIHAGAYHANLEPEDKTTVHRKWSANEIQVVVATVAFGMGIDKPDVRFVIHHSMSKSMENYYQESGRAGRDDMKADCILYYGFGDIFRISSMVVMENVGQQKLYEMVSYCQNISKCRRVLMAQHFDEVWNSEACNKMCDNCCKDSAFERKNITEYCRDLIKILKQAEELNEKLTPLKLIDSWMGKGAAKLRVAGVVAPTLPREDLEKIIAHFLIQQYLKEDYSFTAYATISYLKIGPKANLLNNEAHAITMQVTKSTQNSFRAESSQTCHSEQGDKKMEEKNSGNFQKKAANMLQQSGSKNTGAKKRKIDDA
#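 RECQ1T1 50 nM; forked duplex (20 bp + 30-nt ss tails) 200 nM, ATP 2 mM final; pH 8.0, 2 mM MgCl2, 2.5 ug/ml poly(dI-dC); 15 min compound preincubation; discontinuous kinetic read over 2 h at RT.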
# L3MBTL1 inh = qHTS Assay for the Inhibitors of L3MBTL1. Lethal(3)malignant brain tumor-like protein 1 (Homo sapiens), Q9Y468. AlphaScreen L3MBTL1–H3K9me1 peptide binding. Potency, µM (series often up to 57.1 µM), without a hit: top-dose activity, negative = inhibition, most hits filed as inhibitors. hit rate 0.66% among 230,000. AID 485360, 2010; also: % is scaled to controls: 0 for no effect and ±100 for the full control effect; nearly all actives have a fitted effect of over 60% in size
#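 L3MBTL1 50 nM + b-AHA-H3(1-15)K9me1 75 nM, 30 min RT; compound added, 30 min RT; streptavidin donor/Ni-chelate acceptor beads 10 ug/mL each final, 30 min RT dark; AlphaScreen read.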
# Tau ThT inhib = qHTS for Inhibitors of Tau Fibril Formation, Thioflavin T Binding. Microtubule-associated protein tau (Homo sapiens), P10636. recombinant tau K18 P301L, heparin-induced fibrillization, ThT fluorescence. Potency, µM (titrated, usually from 57.4 µM), for inactives: at the top dose activity, negative = inhibition, most hits filed as inhibitors. hit rate 2.1% among 270,000; also: % is scaled to controls: 0 for no effect and ±100 for the full control effect; nearly all actives have a fitted effect of over 55% in size
#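 ThT emission at 510 nm, taken 1 hr after adding 30 uM dye, quantifies aggregates formed when 20 uM heparin acts on human tau K18 P301L for 6 hr at 37 C.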
# Tau fibril FP = qHTS for Inhibitors of Tau Fibril Formation, Fluorescence Polarization. AID 1468, 2008. Microtubule-associated protein tau (Homo sapiens), P10636. Potency, µM (titrated, usually from 57.7 µM), inactives show at the top dose activity, negative = inhibition, actives largely listed as inhibitors. K18 P301L tau heparin fibrillization, Alexa594 FP, 6 h. hit rate 0.39% among 280,000; also: % is scaled to controls: 0 for no effect and ±100 for the full control effect; nearly all actives have a fitted effect of over 55% in size
#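 Quantitative HTS format: compounds meet 15 uM recombinant K18 P301L tau and Alexa 594-tau tracer in 100 mM sodium acetate pH 7; 20 uM heparin triggers fibrillization at 37 C over 6 hr; FP gives the signal.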
# HTT ATP protect = qHTS Multiplex Assay to Identify Dual Action Probes in a Cell Model of Huntington: Cytoprotection (ATP) | AID 1471, 2008 | PC12 HTT-Q103 induced, cytoprotection, ATP luminescence, 40 h | hit rate 0.14% among 230,000 | Potency, µM (top dose mostly 56.4 µM), for inactives: cytoprotection (ATP increase), usual class: activators;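 also: % of control where 0% means no effect; nearly all actives have a fitted effect of over 45% in size; toxic huntingtin expression switched on by the ecdysone agonist tebufenozide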
#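 Huntington model: PC12 line, ecdysone-inducible HTTQ103 exon1–GFP, tebufenozide 100 nM. Test articles in a dose series. Endpoint luminescence from cellular ATP.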
# Numbers without * were called inactive; i = inactive; ? = inconclusive; / = not tested or not shown; [ ] = dose if it differs, or a comment. Unless noted, calls follow the shape of the dose curve; as a rule, active = well fitted curve in the direction sought with a large enough effect; inconclusive = small, poorly fitted or top-dose-only effect, or another doubt; inactive = no such curve, though single readings can be large; an effect the other way counts as inactive or inconclusive. Potency is read from the fitted curve at half-maximal effect. Only part of the results is shown. The share of hits here may be higher or lower than overall.
# Start of the data: the first four compounds (preview)
SMILES,Tau fluor counter,TR SRC2 fluor cs,TRb SRC2 PPI,RECQ1 helicase,L3MBTL1 inh,Tau ThT inhib,Tau fibril FP,HTT ATP protect
O=[N+]([O-])c1cccnc1N1CCC(c2cc(-c3cccc(C(F)(F)F)c3)n[nH]2)CC1,?,-3.7%,-0.9%,-7.3%,/,14.1µM*,-9.5%,-1.0%
O=C(CN1c2ccccc2Sc2ccccc21)N/N=C/c1ccc(Cl)cc1Cl,-27.0%,-1.0%,-0.3%,-4.6%,-5.0%,-0.5%,?,12.6%[10 µM]
O=C(NCCC1=CCCCC1)C1COc2ccccc2O1 (stereo unspecified),-4.2%,2.0%,-6.1%,7.1%,-0.2%,-7.7%,7.9%,-1.8%[10 µM]
CCc1ccccc1NC(=O)c1ccc2c(c1)N(Cc1cc(C)ccc1C)C(=O)c1ccccc1S2(=O)=O,-5.5%,-0.1%,-9.3%,/,/,10.4%,-18.7%,/

# The list itself (from the top)
SMILES,Tau fluor counter,TR SRC2 fluor cs,TRb SRC2 PPI,RECQ1 helicase,L3MBTL1 inh,Tau ThT inhib,Tau fibril FP,HTT ATP protect
O=[N+]([O-])c1cccnc1N1CCC(c2cc(-c3cccc(C(F)(F)F)c3)n[nH]2)CC1,?,-3.7%,-0.9%,-7.3%,/,14.1µM*,-9.5%,-1.0%
O=C(CN1c2ccccc2Sc2ccccc21)N/N=C/c1ccc(Cl)cc1Cl,-27.0%,-1.0%,-0.3%,-4.6%,-5.0%,-0.5%,?,12.6%[10 µM]
O=C(NCCC1=CCCCC1)C1COc2ccccc2O1 (stereo unspecified),-4.2%,2.0%,-6.1%,7.1%,-0.2%,-7.7%,7.9%,-1.8%[10 µM]
CCc1ccccc1NC(=O)c1ccc2c(c1)N(Cc1cc(C)ccc1C)C(=O)c1ccccc1S2(=O)=O,-5.5%,-0.1%,-9.3%,/,/,10.4%,-18.7%,/
CS(=O)(=O)N(C(=O)NC(=O)NC1CCS(=O)(=O)C1)C1CCCCC1 (stereo unspecified),-0.8%,0.5%,-2.1%,-7.8%,10.7%,-8.7%,0.7%,-7.2%[10 µM]
CC1=C(c2ccc(C(C)C)cc2)S(=O)(=O)NC1=NCCCN1CCN(c2ccccc2F)CC1,1.2%,-1.5%,-4.3%,/,/,-1.9%,-4.6%,/
COc1ccc(N2C(=O)C(F)(F)C2c2ccccc2F)cc1 (stereo unspecified),?,-2.5%,2.3%,-11.3%,/,-16.9%,?,-5.2%
CCOC(=O)CSc1c(-c2ccc(Cl)cc2)[nH]c2ccccc12,11.2µM*[quencher],-1.0%,-0.1%,-13.3%,7.1%,-1.6%,?,-0.7%[10 µM]
CC(C)=C1C(=O)NN(c2ccc(F)c(Cl)c2)C1=O,-19.4%,-2.4%,-3.8%,31.6µM*,-18.0%,?,6.7%,10.2%
CCc1cc2c(cc3c(=O)n(CC(=O)NC4CCC(C)CC4)ncn32)s1 (stereo unspecified),2.7%,-0.9%,10.8%,/,/,6.1%,-8.1%,/
COc1ccccc1/C=C/C=N/NC(=O)c1cccs1,-29.8%,-2.1%,0.8%,-16.7%,-9.5%,?,?,1.3%[10 µM]
CN1CCN(C(=O)Nc2ccccc2CC[N+](=O)[O-])CC1,2.5%,1.4%,3.5%,-8.7%,3.1%,-5.8%,3.4%,-6.4%
O=c1c2ccccc2nnn1CSc1nnc(C2COc3ccccc3O2)n1-c1ccccc1 (stereo unspecified),-8.8%,0.7%,-0.1%,i,-3.4%,-8.3%,3.9%,5.8%[10 µM]
CCOC(=O)Nc1nc(-c2ccccc2)c(C(=O)c2ccc(Cl)cc2)s1,-23.5%,-0.6%,-3.4%,-2.1%,/,-10.4%,-6.6%,-110.5%[inhibitor]
Cc1nc2cccnc2n1-c1cccc(C(=O)NCc2ccc(OC(C)C)cc2)c1,-5.7%,-0.9%,-0.4%,/,/,-2.0%,3.4%,/
Nc1cc(=O)[nH]c(SCC(=O)Nc2ccc(Br)cc2)n1,-3.5%,-1.8%,2.1%,-7.3%,5.3%[11.4 µM],4.2%,-2.3%,11.9%[10 µM]
CCOC(=O)c1cccc(NC(=O)CC2C(=O)N(c3ccc(F)cc3)C(=O)N2Cc2cccc(OC)c2)c1 (stereo unspecified),-18.4%,-1.9%,7.4%,/,/,5.8%,0.7%,/
O=C(Cc1ccc(F)cc1)N(c1ccc(F)cc1)C1C=CS(=O)(=O)C1 (stereo unspecified),-2.0%,2.2%,4.4%,i,0.8%,-0.5%,2.2%,-15.0%
COc1ccc(C(O)(CCc2ccccc2)CCN2CCCCC2)cc1 (stereo unspecified),-3.6%,-0.3%,4.1%,12.8%,/,-5.4%,2.2%,-11.8%
COC(=O)c1ccc(C(=O)OC)c(NC(=O)CSCc2ccc(Br)cc2)c1,-21.3%,-5.3%,4.2%,-8.9%,-0.7%,-12.6%,3.7%,0.3%
COc1ccc(/C=C\c2onc(C)c2S(=O)(=O)N2CCC(C(=O)Nc3ccccc3OC)CC2)cc1,?,-2.6%,0.6%,/,/,1.8%,-18.6%,/
Cc1ccc2nc(-c3cc(N)cc(N)c3)oc2c1,?,-2.2%,-20.7%,-5.1%,-4.1%,?,10.2%,-58.8%[inhibitor]
COc1ccccc1N1CCN(C[C@@H](O)COc2cccc3ccccc23)CC1,-29.4%,-3.0%,9.6%,-9.6%[25.9 µM],/,?,3.1%,1.6%
Cc1ccc(-n2ncc(C(=O)NCc3ccc4c(c3)OCO4)c2C2CCN(C(=O)OC(C)(C)C)CC2)c(C)c1,-5.7%,-0.5%,9.8%,/,/,0.3%,1.7%,/
CC(C)C1C(C#N)=C(N)Oc2n[nH]c(-c3ccccc3)c21 (stereo unspecified),-9.2%,3.2%,1.6%,6.3%,-6.1%,4.3%,7.6%,24.0%[10 µM]

# The list continues.
SMILES,Tau fluor counter,TR SRC2 fluor cs,TRb SRC2 PPI,RECQ1 helicase,L3MBTL1 inh,Tau ThT inhib,Tau fibril FP,HTT ATP protect
CC(=O)c1cccc(NC(=O)CSCc2ccccc2)c1,-6.0%,1.9%,-4.6%,i,1.5%,-3.2%,-5.3%,-4.9%
COc1ccccc1CNS(=O)(=O)c1ccc(-c2cc(C(F)(F)F)on2)s1,?,0.0%,-9.4%,/,/,-2.2%,?,/
CCOC(=O)N1CCC(NC(=O)c2ccc3c(c2)N(Cc2ccc(Cl)cc2)C(=O)c2ccccc2S3=O)CC1 (stereo unspecified),-9.8%,1.2%,-1.8%,/,/,-2.0%,0.3%,/
Cc1ccccc1NC(=O)c1sc2nc(N3CCOCC3)c3c(c2c1N)CC(C)(C)OC3,-13.8%,-26.8%,-0.6%,/,/,-13.1%,1.3%,/
Cc1ccc(N2CCN(C(=O)c3noc4c3COc3ccc(C)cc3-4)CC2)c(C)c1,-24.7%,?,-4.1%,/,/,-16.5%,-12.1%,/
O=C(c1c(F)cccc1F)N1CCN(c2ncccn2)CC1,-7.3%,1.7%,2.1%,-7.6%,/,-12.6%,-4.3%,-2.5%
COc1ccc(/C=N/n2c(C)nc3sc(C)c(C)c3c2=O)cc1OC,0.0%,-0.8%,0.8%,i,0.8%,-4.4%,6.4%,13.8%[10 µM]
CCOC(=O)COc1c(C=O)cc(Br)cc1OC,1.4%,-3.2%,6.6%,-3.7%,5.4%,-11.2%,2.4%,13.1%
Cc1ccc(S(=O)(=O)N(C)Cc2ccc(C(=O)N/N=C3\CCCC(=O)C3)cc2)cc1,-10.0%,-0.7%,-8.2%,-2.3%,3.2%,-15.6%,12.2%,25.8%[10 µM]
CCOC(=O)c1[nH]c2ccccc2c1NC(=O)c1ccc(OC(C)C)cc1,?,-0.5%,-8.9%,/,/,-12.1%,-1.1%,/
Cc1ccc(-c2nc(-c3cccnc3)sc2CC(=O)Nc2ccc(C)c(Cl)c2)cc1,?,-0.6%,-1.4%,i,-13.8%,-3.7%,?,-21.5%[10 µM]
Cc1c(CN2CCC(CO)(CCOc3ccccc3)CC2)[nH]c2c(Cl)cccc12,?,-0.2%,1.5%,-7.2%,?,?,-4.3%,15.7%[10 µM]
Cc1nc(-c2ccc(Cl)cc2)sc1CCNC(=O)C(=O)Nc1ccc(F)cc1F,0.2%,3.8%,-2.2%,/,/,-14.6%,-10.7%,/
COc1cc(CNn2nnnc2N)ccc1OCc1c(Cl)cccc1Cl,-15.3%,-1.7%,-2.0%,i,-1.2%,5.5%,-6.3%,-5.6%
Cc1ccc(-n2c(C)cc(/C=N/NC(=O)c3ccncc3)c2C)cc1,-20.5%,-1.0%,-5.0%,-8.2%,-3.1%,?,6.3%,27.7%[10 µM]
CC(=O)Nc1cccc(OC(=O)c2ccoc2C)c1,-3.6%,0.2%,-26.5%,-0.8%,-18.3%,1.7%,-9.5%,-16.5%
O=C(NCc1ccco1)c1cc(NS(=O)(=O)c2cccc([N+](=O)[O-])c2)ccc1O,-25.8%,-1.2%,2.9%,-0.2%,-4.1%,-9.0%,1.4%,-19.6%
O=C(Cn1c(=O)n(CC2CCCO2)c(=O)c2ccccc21)Nc1cccc(Cl)c1 (stereo unspecified),-19.2%,-0.1%,2.1%,/,/,3.3%,-16.0%,/
